Mtb FBA inh = Mtb FBA enzyme inhibitors, primary screen, biochemical, fluorescence, strain H37Rv | Fructose-bisphosphate aldolase (Mycobacterium tuberculosis (strain ATCC 25618 / H37Rv)), … | purified M. tuberculosis FBA, fluorescence read-out | inhibition, % at 1 µM | 360,000 tested, 2.3% active | AID 588726, 2011; in the data active = inhibition above about 27%;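 note: 0% = vehicle and 100% = reference inhibitor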
Target sequence (P9WQA3 whole entry, looked up): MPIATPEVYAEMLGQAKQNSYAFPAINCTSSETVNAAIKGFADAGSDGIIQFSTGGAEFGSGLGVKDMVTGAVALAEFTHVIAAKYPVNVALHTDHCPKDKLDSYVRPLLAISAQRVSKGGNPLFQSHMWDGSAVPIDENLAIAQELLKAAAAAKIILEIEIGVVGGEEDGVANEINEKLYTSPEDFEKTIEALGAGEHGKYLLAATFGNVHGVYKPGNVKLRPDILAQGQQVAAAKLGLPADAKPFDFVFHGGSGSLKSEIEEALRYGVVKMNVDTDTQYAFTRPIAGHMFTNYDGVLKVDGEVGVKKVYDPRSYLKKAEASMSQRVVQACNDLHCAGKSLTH
FadD28 FP inh = inhibitors of FadD28 bisubstrate probe binding, primary screen, biochemical, fluorescence polarization, single point. Mycobacterium tuberculosis FadD28 fatty-acid-AMP ligase. inhibition, % at 12.5 µM. 360,000 tested, 0.22% active; in the data active = inhibition above about 8.5%, passing the limit was not always enough; inconclusive = no clear call, values can overlap the other calls
Y pestis TopoI = Yersinia pestis topoisomerase I inhibitors, primary screen, biochemical, cleavage product accumulation, plate reader, single point; AID 504884, 2011; 360,000 tested, 0.064% active; DNA topoisomerase I (Yersinia pestis CO92); Y. pestis Topo-I cleavage product accumulation; activity, % at 10 µM; in the data active = activity above about 50%, passing the limit was not always enough; inconclusive = no clear call, values can overlap the other calls; note: inactives centre near 2
UGM FP inh = M. tuberculosis UGM enzyme inhibitors, primary screen, biochemical, fluorescence polarization, single point; UDP-galactopyranose mutase (Mycobacterium tuberculosis (strain ATCC 25618 / H37Rv)), …; 320,000 tested, 0.06% active; purified UGM, fluorescence polarization probe displacement; AID 504406, 2011; inhibition, % at 10 µM; in the data active = inhibition above about 10%, passing the limit was not always enough; inconclusive = no clear call, values can overlap the other calls
Target sequence (P9WIQ1 whole entry, looked up): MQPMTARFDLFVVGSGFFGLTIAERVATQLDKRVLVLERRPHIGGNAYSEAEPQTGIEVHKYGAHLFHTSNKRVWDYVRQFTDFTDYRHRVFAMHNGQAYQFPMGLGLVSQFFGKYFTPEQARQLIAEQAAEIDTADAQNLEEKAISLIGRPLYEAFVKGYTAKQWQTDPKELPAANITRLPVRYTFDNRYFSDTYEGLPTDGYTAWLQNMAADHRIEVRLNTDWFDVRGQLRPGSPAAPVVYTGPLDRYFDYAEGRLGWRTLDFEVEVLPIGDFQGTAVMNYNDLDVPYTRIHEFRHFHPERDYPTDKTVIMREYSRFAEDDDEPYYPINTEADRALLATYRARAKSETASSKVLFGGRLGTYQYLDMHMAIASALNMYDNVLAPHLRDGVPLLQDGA
PfHsp40 rescue = rescue of yeast from PfHsp40 toxicity, primary screen, S. cerevisiae, ATP luminescence. 340,000 tested, 0.68% active. growth rescue, % at 12.5 µM. AID 504582, 2011. S. cerevisiae expressing PfHsp40, growth rescue; in the data active = growth rescue above about 28%, passing the limit was not always enough; inconclusive = no clear call, values can overlap the other calls;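 note: yeast W303a lacking pdr1 and pdr3 grown in galactose medium; growth measured after three days at 30 °C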
TcdB GH inh = TcdB glycohydrolase inhibitors, primary screen, biochemical, single point, plate reader; Toxin B (Clostridioides difficile), P18177; TcdB glycohydrolase enzymatic assay; inhibition, % at 9.99 µM; 350,000 tested, 0.24% active; AID 652162, 2013; in the data active = inhibition above about 10%
BioA inh = M. tuberculosis BioA enzyme inhibitors, primary screen, biochemical, plate reader, single point, HTS | inhibition, % at 9.99 µM | purified M. tuberculosis BioA enzyme | 360,000 tested, 0.096% active | 7,8-diaminopelargonic acid synthase BioA (Mycobacterium tuberculosis); in the data active = inhibition above about 40%; inconclusive = no clear call, values can overlap the other calls
BH1578 lux ind = inducers of Vibrio cholerae quorum light production without autoinducers, primary screen, BH1578 luxS cqsA deficient, single point. V. cholerae BH1578 lux reporter, luminescence, 6 h. activation, % at 18.7 µM. 350,000 tested, 0.16% active; in the data active = activation mostly above about 9.7%, no sharp cut-off; inconclusive = no clear call, values can overlap the other calls; inactive = mostly below about 3.7%; note: not every result past the cut was called active; inactives centre near 0; reference of the scale not given here
GDH-TPI counter = GDH-TPI coupling enzyme inhibitors, primary screen, artefact control for M. tuberculosis FBA inhibitor project, biochemical, absorbance, full deck; GDH-TPI coupled enzyme counterscreen, NADH absorbance; 360,000 tested, 1.2% active; inhibition, % at 4.8 µM; in the data active = inhibition above about 30%;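 note: 0% = DMSO wells and 100% = wells lacking the enzyme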
Starred values were filed as active, the others as inactive; i = inactive; ? = inconclusive; nt = not tested or not shown; + = active, no number.

cpd	structure	Mtb FBA inh	FadD28 FP inh	Y pestis TopoI	UGM FP inh	PfHsp40 rescue	TcdB GH inh	BioA inh	BH1578 lux ind	GDH-TPI counter
1	CCCOc1ccc(CC(=O)NCC2(c3ccccc3)CCOCC2)cc1OC	-4	0.2	-2	0.2	1.4	nt	-1.2	-0.3	5
2	Cc1ccc(S(=O)(=O)NC(Cc2ccccc2)C(=O)O)cc1 (configuration not stated)	1	-2.7	-10	0.7	-0.2	0.5	nt	-0.1	-6
3	O=C1OC(c2ccccc2)(c2cc(Br)ccc2O)c2ccccc21 (configuration not stated)	-3	-11	-4	nt	?	1.3	nt	nt	4
4	NC(=S)c1cc2ccc(O)cc2oc1=O	+	2.7	-1	nt	0.6	nt	nt	i	16
5	O=C(CN(c1ccccc1)S(=O)(=O)c1ccccc1)N1CCN(Cc2ccc3c(c2)OCO3)CC1	5	-2.5	13	-0.4	-0.4	nt	1.9	nt	8
6	COCCCNC(=O)CS(=O)Cc1nc(-c2ccccc2C)oc1C (configuration not stated)	3	0.5	3	-4.8	-0.3	-1.1	-0.4	-0.6	2
7	CC(Oc1ccccc1F)c1nnc(SCC(=O)Nc2ccc(N3CCOCC3)cc2)o1 (configuration not stated)	-1	-2.0	-20	-0.1	-1.2	0.8	-0.1	0.8	-6
8	CCN(CC)CCOC(=O)c1ccc(N/C=C(/C#N)c2nc(-c3cccc(OC)c3)cs2)cc1	3	-0.5	8	-1.9	nt	0.4	-1.0	i	5
9	COc1ccccc1CNC(=O)CCNC(=O)N1CC(=O)Nc2ccccc21	-1	-0.1	3	-2.3	-0.8	-1.0	-0.1	-0.4	-2
10	Cc1cc(NC(=O)C2CCCCC2)ccc1NC(=O)c1ccccc1Cl	-1	-3.7	1	0.7	0.2	0.2	nt	-0.3	4
11	CN(Cc1cnccn1)Cc1nc(Cc2cccc(F)c2)no1	-2	-3.1	7	-3.6	0.3	0.5	-1.3	0.6	1
12	Cc1sc(NC(=O)C2CCCCC2C(=O)O)c(C(N)=O)c1C (configuration not stated)	-5	-2.1	-11	-0.2	0.3	nt	-0.3	0.1	-3
13	CCO[C@@H]1OC(C(=O)O)=C[C@H](c2ccccc2)[C@H]1CCCO	1	-1.2	6	2.7	0.4	1.8	2.6	i	8
14	COC(=O)c1cn(NC(=O)Cc2ccc(Cl)c(Cl)c2)c(=O)c2ccccc12	0	-2.9	1	0.4	1.0	nt	-1.5	-0.6	4
15	CC(C)OC(=O)CCc1nc2ccccc2[nH]c1=O	10	0.1	10	4.6	0.8	nt	-2.9	-0.4	20
16	COc1ccc(N2C(=O)C3CCCCC3C2=O)cc1NC(=O)c1ccccc1 (configuration not stated)	-2	-1.8	8	-0.1	0.2	1.0	nt	-1.8	-1
17	COc1ccc(CNc2nc(-c3ccccc3)nn2C(=O)c2ccc([N+](=O)[O-])cc2)cc1	7	-1.0	-6	-1.9	-0.6	nt	-0.6	-1.0	-3
18	COCCN(CCOC)Cc1cc(=O)oc2cc(OC)c(Cl)cc12	7	-2.9	nt	nt	nt	1.2	1.5	nt	nt
19	CCOC(=O)CN1C(=O)S/C(=C/c2ccc(N3CCCCC3)o2)C1=O	0	-0.3	-8	0.5	0.2	nt	-8.1	-0.6	2
20	Cn1c(N)c(C(=O)CSc2n[nH]c(-c3ccccc3)n2)c(=O)n(C)c1=O	2	0.1	-3	0.6	0.7	1.0	5.4	i	12
21	Cc1ccc(OCC(=O)Nc2ccc(C)c(S(=O)(=O)N3CCCCC3)c2)c([N+](=O)[O-])n1	-2	1.8	-5	-0.7	6.0	nt	nt	-0.3	13
22	Nc1ccccc1SC(CC(=O)c1ccccc1)c1cccc([N+](=O)[O-])c1 (configuration not stated)	-4	-3.5	-7	nt	nt	0.7	-1.4	i	8
23	C=CCN(C(=O)Cc1cccs1)c1nc(-c2ccc(S(C)(=O)=O)cc2)cs1	3	nt	7	-1.6	1.5	1.2	-0.9	-0.4	-7
24	COc1cc(CNC2CCCC2)cc(Cl)c1OCc1ccccc1Cl	2	-12	0	-1.9	0.1	1.0	0.2	-0.2	-1
25	COc1cc(OC)nc(-n2ncc(Br)c(Br)c2=O)n1	-2	-1.8	10	1.2	1.5	-0.5	nt	i	-4
26	NS(=O)(=O)c1ccc(N/N=C2/CCCCC2C2CCCCC2)c([N+](=O)[O-])c1 (configuration not stated)	-5	-5.2	28	-0.1	0.3	0.3	nt	-0.4	2
27	CC(C)(C)NC(=O)COc1ccc(CNn2nnnc2N)cc1	2	-1.2	5	1.1	0.4	nt	-0.3	i	9
28	CCN1CCN(CCCOc2ccccc2-c2ccccc2)CC1	1	-1.2	-2	0.4	-0.1	1.0	nt	-0.3	-2
29	Cc1sc(NC(=O)c2ccc(Cl)s2)c(C(N)=O)c1C	-3	1.2	6	0.3	0.4	nt	-0.3	1.0	18
30	CC(=O)NC1CC2CCCC(C1)N2CC(=O)NCc1ccc(F)cc1 (configuration not stated)	-2	-0.8	11	-0.6	-1.0	nt	nt	i	2
31	CCCCNC(=O)CN(C1CCCCC1)S(C)(=O)=O	-1	-4.9	6	1.1	-0.3	nt	1.7	-0.4	-1
32	NC(=O)NC(Cc1ccccc1)C(=O)NCCCSc1ccccc1 (configuration not stated)	1	-1.0	15	-0.1	-0.9	1.0	1.4	-0.3	3

Reprinted from the part before: three entries; new compounds follow.
cpd	structure	Mtb FBA inh	FadD28 FP inh	Y pestis TopoI	UGM FP inh	PfHsp40 rescue	TcdB GH inh	BioA inh	BH1578 lux ind	GDH-TPI counter
30	CC(=O)NC1CC2CCCC(C1)N2CC(=O)NCc1ccc(F)cc1 (configuration not stated)	-2	-0.8	11	-0.6	-1.0	nt	nt	i	2
31	CCCCNC(=O)CN(C1CCCCC1)S(C)(=O)=O	-1	-4.9	6	1.1	-0.3	nt	1.7	-0.4	-1
32	NC(=O)NC(Cc1ccccc1)C(=O)NCCCSc1ccccc1 (configuration not stated)	1	-1.0	15	-0.1	-0.9	1.0	1.4	-0.3	3
33	Cc1nnc(SCc2nc3scc(-c4ccccc4)c3c(=O)[nH]2)s1	-1	-0.9	6	-5.7	1.9	1.2	-2.3	2.4	7
34	O=C(CCNC(=O)c1ccc(Br)cc1)NCc1ccccn1	-1	-2.5	0	4.3	-1.5	1.5	1.7	i	2
35	CN(C)/C=C(\C#N)c1nc2ccccc2[nH]1	-1	-0.9	2	1.7	1.1	nt	0.4	1.6	26
36	S=P(c1ccc(N2CCOCC2)cc1N1CCOCC1)(N1CCOCC1)N1CCOCC1	-2	-0.8	-6	nt	1.1	nt	-2.0	-0.3	1
37	CCn1c(C)nnc1SCC(=O)Nc1ccc(N2CCOCC2)cc1	2	-1.4	1	0.2	-1.0	0.0	-0.7	i	-2
38	CC(C)N1CCC(N2CCN(Cc3cc4c(cc3Cl)OCO4)CC2CCO)CC1 (configuration not stated)	0	-4.3	2	2.5	-1.1	1.6	-0.4	i	2
39	CCCc1cc(C(N)=O)c(NC(=O)c2ccoc2C)s1	-3	-4.2	2	-0.1	9.2	0.1	-0.4	2.0	11
40	CC(C)NC(=O)C1CCN(C2CCN(CC3CC=CCC3)CC2)CC1 (configuration not stated)	4	-2.0	0	-3.9	-0.9	-0.8	nt	-0.5	-3
41	CCOC(=O)c1c(-c2ccccc2)oc2ccc(OCC(O)CNCCN(C)C)cc12 (configuration not stated)	42*	-8.6	-22	-1.4	0.8	0.9	0.5	0.7	7
42	CCn1c(=O)cc(OCC(=O)NCc2ccc(C)o2)c2ccccc21	3	-2.1	4	0.8	0.2	nt	0.1	-0.2	3
43	CCC1(NC(C)=O)CC2CC1CC2NC(C)=O (configuration not stated)	1	-0.1	10	0.9	-0.9	nt	nt	i	6
44	COc1ccccc1CC(=O)NC1CCCc2ccccc21 (configuration not stated)	1	0.6	-3	-1.0	0.0	0.7	nt	i	-4
45	O=c1ccc(-c2ccccc2)nn1Cc1ccccc1	-1	-4.7	0	0.7	-0.8	-0.9	0.2	-0.4	7
46	CC(C)Cc1nnc(N)s1	1	0.6	1	nt	-1.0	1.7	nt	nt	4
47	Cc1cccc(CS(=O)(=O)c2ncc(Cl)c(C(=O)Nc3ccc(F)cc3)n2)c1	8	-3.4	7	-1.2	1.8	0.9	-0.1	-11	4
48	Cc1cc(C)n(-c2nc3c(c(=O)[nH]c(=O)n3C)n2CCc2ccccc2)n1	5	-3.1	0	1.2	0.2	nt	-1.4	-0.3	6
49	O=C(NCc1cccc(F)c1F)C1CCC(=O)N(C2CC2)C1 (configuration not stated)	0	-2.4	0	-1.7	-1.4	0.2	0.2	i	4
50	Cc1cccc(-c2nnn3c2nc(NCCc2ccc(S(N)(=O)=O)cc2)c2ccccc23)c1	2	-2.7	2	1.2	-1.6	nt	2.2	-0.2	10
51	COc1ccc(CN2CCC(N3CCC(C(=O)N4CCOCC4)CC3)CC2)c(F)c1	-3	0.0	3	-1.7	-2.4	-0.5	0.8	0.1	1
52	COc1ccc(S(=O)(=O)N2CCCCC2)cc1NC(=O)c1cccnc1SC	2	-0.8	8	1.8	0.8	0.1	nt	-0.2	9
53	c1ccc2c(-c3nc(-c4ccncc4)no3)cccc2c1	2	-0.8	6	-1.0	0.7	nt	-1.2	-0.4	7
54	COc1cccc(C2c3cc4c(cc3OC(N3CCOCC3)C2C)OCO4)c1O (configuration not stated)	0	-1.8	-4	nt	1.4	0.7	nt	-1.9	-8
55	O=C(NCCc1c[nH]c2ccccc12)C(=O)NCC1OCCN1S(=O)(=O)c1ccc(Cl)cc1 (configuration not stated)	-2	-2.2	20	2.7	0.0	1.1	-0.1	-0.4	5
56	CCc1ccc(Nc2nc(N)nc(CSc3nc4ccccc4s3)n2)cc1	-4	-3.8	-10	1.7	0.7	nt	nt	-0.2	5
57	O=C(NCc1cccs1)c1ccc(Cl)c(S(=O)(=O)N2CCCC2)c1	-2	1.7	-5	-0.5	-0.5	0.9	nt	i	-4
58	COC(=O)c1c(C(=O)OC)c(C)n(Cc2ccco2)c1C	-1	0.7	6	3.6	-0.3	nt	0.7	-0.3	4
